VP16 counter = VP16 counterscreen qHTS for inhibitors of ROR gamma transcriptional activity; Drosophila S2 Gal4-VP16 UAS-luciferase, luminescence, 20 h; Potency, µM (highest dose often 53.6 µM), for inactives: top-dose activity, negative = inhibition, hits mostly inhibitors; 3.5% of 310,000 active;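 further: Gal4-VP16 expression switched on by copper sulfate through the metallothionein promoter; on the % scale 0 is the no-effect control and ±100 the full control effect; nearly all actives have a fitted effect of over 50% in size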
RORg inh = qHTS for inhibitors of ROR gamma transcriptional activity; Nuclear receptor ROR-gamma (Mus musculus), P51450; Drosophila S2 Gal4-RORgamma UAS-luciferase reporter, 20 h; Potency, µM (top dose mostly 53.6 µM), for inactives: at the highest dose activity change, negative = inhibition, hits mostly inhibitors; 5.4% of 310,000 active; further: on the % scale 0 is the no-effect control and ±100 the full control effect; nearly all actives have a fitted effect of over 60% in size
Target sequence (P51450 whole entry, looked up, the tested form may be a part): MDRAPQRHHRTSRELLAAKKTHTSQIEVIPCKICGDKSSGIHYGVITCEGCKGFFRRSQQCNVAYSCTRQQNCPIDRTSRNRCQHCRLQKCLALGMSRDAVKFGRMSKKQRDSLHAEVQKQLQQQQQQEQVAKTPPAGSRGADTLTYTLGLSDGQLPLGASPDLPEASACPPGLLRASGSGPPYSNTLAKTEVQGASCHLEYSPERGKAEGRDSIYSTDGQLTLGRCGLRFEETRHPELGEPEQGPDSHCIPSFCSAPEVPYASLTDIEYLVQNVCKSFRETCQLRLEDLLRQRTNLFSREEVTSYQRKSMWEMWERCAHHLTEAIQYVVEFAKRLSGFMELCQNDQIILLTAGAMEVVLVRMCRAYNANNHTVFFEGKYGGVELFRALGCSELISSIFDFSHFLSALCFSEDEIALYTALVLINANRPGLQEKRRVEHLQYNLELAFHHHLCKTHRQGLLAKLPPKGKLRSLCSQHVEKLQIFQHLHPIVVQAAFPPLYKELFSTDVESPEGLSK
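A Gal4/UAS one-hybrid system in insect cells: metallothionein-promoter Gal4–ROR gamma fusion plus Photinus luciferase reporter. Copper sulfate 700 uM final, 20 hr ambient incubation, luminescent detection after 10 min with reagent.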
Menin MLL FP TR = qHTS Assay for Inhibitors Targeting the Menin-MLL Interaction in MLL Related Leukemias: Competition With Texas Red Labeled MLL-derived Mutant Peptide; O00255; Menin + Texas Red MLL mutant peptide, fluorescence polarization; Potency, µM (highest dose often 61.6 µM), for the others: top-dose FP activity change, negative = inhibition, hits mostly inhibitors; 0.23% of 270,000 active; AID 1768, 2009; active means well fitted inhibition curve with a large enough effect in the polarisation, with a control signal flat, not every such curve was filed as active; inconclusive means small, poorly fitted or top-dose-only effect, or effect the other way, or a change in a side signal; inactive means no such curve, though single readings can be large or run the other way; the % refers to the polarisation; further: % of control where 0% means no effect; many of its hits are not listed in these tables
Target sequence (O00255 whole entry, looked up): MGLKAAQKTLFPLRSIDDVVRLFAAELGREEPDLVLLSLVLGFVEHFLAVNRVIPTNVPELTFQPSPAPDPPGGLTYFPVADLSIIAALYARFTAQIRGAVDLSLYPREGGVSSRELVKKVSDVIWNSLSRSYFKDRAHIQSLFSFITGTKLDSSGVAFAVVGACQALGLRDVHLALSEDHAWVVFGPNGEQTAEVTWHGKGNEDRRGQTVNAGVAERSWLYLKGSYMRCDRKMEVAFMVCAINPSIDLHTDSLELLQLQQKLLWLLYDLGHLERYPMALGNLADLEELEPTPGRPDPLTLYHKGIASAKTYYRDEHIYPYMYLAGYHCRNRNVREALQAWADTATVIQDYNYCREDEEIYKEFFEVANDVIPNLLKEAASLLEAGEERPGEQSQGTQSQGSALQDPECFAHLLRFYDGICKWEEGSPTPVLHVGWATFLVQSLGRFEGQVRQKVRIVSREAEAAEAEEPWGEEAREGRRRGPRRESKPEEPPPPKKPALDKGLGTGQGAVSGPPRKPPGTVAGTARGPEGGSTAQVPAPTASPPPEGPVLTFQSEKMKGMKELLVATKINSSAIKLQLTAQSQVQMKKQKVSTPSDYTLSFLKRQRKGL
* = called active by the depositor; ? = inconclusive; & = joins results of further samples; [ ] = dose if it differs, or a comment. Unless noted, the call rests on the fitted dose curve; in most records, active means well fitted curve in the direction sought with a large enough effect; inconclusive means small, poorly fitted or top-dose-only effect, or another doubt; inactive means no such curve, though single readings can be large; an effect the other way counts as inactive or inconclusive. Potency means the concentration at half of the fitted maximal effect.

| smiles | VP16 counter | RORg inh | Menin MLL FP TR |
| --- | --- | --- | --- |
| COC(=O)C1C(C)OC(=O)NC1c1ccccc1 (centres undefined) | -8%[10 µM] | 3%[10 µM] | 8%[11.7 µM] |
| c1ccc(CNc2ncnc3ccc(-c4ccoc4)cc23)cc1 | -17% | -21% | 13% |
| Cc1noc(C)c1C(=O)N1CCC2(CC1)CN(C(=O)Nc1cccc(F)c1)C2 | 8% | -4% | -1% |
| CCN1C(=O)[C@H]2[C@H]3[C@H](O)[C@H](O)C/C(=N/O[C@@H](C)c4cc(-c5c(C)cc(C)cc5C)no4)[C@@H]3CC[C@@H]2C1=O | -8%[10 µM] | 26%[10 µM] | -8%[11.7 µM] |
| COc1cc2c(cc1O)CCC1C2CC[C@@]2(C)C1CC[C@@H]2O (some centres undefined) | 2% | -22% | 7%[24.8 µM] |
| CC(C)CO/N=C1/C[C@@H](O)[C@@H](O)[C@@H]2[C@@H]3C(=O)N(Cc4ccc5c(c4)OCO5)C(=O)[C@H]3CC[C@H]12 | 1%[10 µM] | 0%[10 µM] | 3%[11.7 µM] |
| CO[C@@H]1COC(=O)[C@@H](C)NC(=O)C/C=C\[C@@H](C)[C@H](NS(=O)(=O)c2ccc(C)cc2)COC(=O)[C@H](C)NC(=O)C/C=C\[C@H]1C | -5%[10 µM] | -4%[10 µM] | -11%[11.7 µM] |
| CC(C)C[C@@H](NC(=O)OCC1c2ccccc2-c2ccccc21)C(=O)O | -25% | -6% | 6%[24.8 µM] |
| C[C@H](C(=O)O)c1cccc(Oc2ccccc2)c1 | -20%[17 µM] | 1%[2.98 µM] | -1%[24.8 µM] |
| N#Cc1ccc(CN2CCCC3(CCN(C(=O)c4cnccn4)CC3)C2)cc1 | -11% | 0% | 2% |
| COc1ccc2[nH]cc(CCNc3ccnc(-c4cccc(C#N)c4)n3)c2c1 | 1% | ? | ? |
| CSc1nnc(SC)nn1 | 3% | -13% | 18% |
| COc1ccc(Oc2ncc3nc(-c4ccc(Cl)cc4)c(=O)n(CCC#N)c3n2)cc1 | ? | ? | -2% |
| NCCCCCCNc1nc2c(N)ncnc2n1[C@@H]1O[C@@H]2COP(=O)(O)O[C@H]2[C@H]1O | 0% | 0% | 18% |
| CCCCN1CCC[C@@H]1CNC(=O)c1cc(C#N)c2ccccc2c1OC | -1% | 16% | -2%[24.8 µM] |
| CC(C)C(NC(=O)C(CC(=O)O)NC(=O)C(CCCCN)NC(=O)C(N)CCCN=C(N)N)C(=O)NC(Cc1ccc(O)cc1)C(=O)O (centres undefined) | 1% | 1% | 21% |
| CCCCCCCCCCCCC/C=C/[C@@H](O)C(CO)NC(C)=O (some centres undefined) | 1% | -13% | -4% |
| CO/N=C(/C(=O)N[C@@H]1C(=O)N2C(C(=O)O)=C(CSc3cnns3)CS[C@H]12)c1csc(N)n1 | 1% | 16% | 15% |
| COc1ccc2[nH]cc(CCNc3ccnc(-c4ccoc4)n3)c2c1 | 5% | 27% | 40%[activator] |
| COc1cccc(Nc2ncc3ncc(=O)n(Cc4ccc(F)cc4)c3n2)c1 | 1% | -6% | -11% |
| O=C(c1csnn1)N1CCC[C@@]2(CCN(Cc3cc(C(F)(F)F)cc(C(F)(F)F)c3)C2)C1 | 4% | -1% | -5% |
| CS(=O)(=O)N1CCC[C@@]2(CCN(C(=O)Nc3ccccc3)C2)C1 | -5% | -2% | 9% |
| CCCCCCC(O)C/C=C/CCCCCCCC(=O)O (centres undefined) | -2% | 5% | -17% |
| NCC1CCC(N)C(O[C@@H]2C(O)[C@H](O[C@H]3OC(CO)C(O)C(N)C3O)[C@@H](N)C[C@H]2N)O1 (some centres undefined) | 6% | -10% | 5% |
| COC(=O)c1nnc(C(=O)NCc2ccccc2)c2[nH]c3ccccc3c12 | -3% | -14% | -5% |
| N#CCCn1c(=O)cnc2cnc(Oc3cccc(Cl)c3)nc21 | 3% | -2% | -1% |
| COc1ccc(CNc2cc(-c3ccccc3CN(C)C)ncn2)c(OC)c1 | 8% | 1% | -6% |
| COC(=O)N1CCC[C@@]2(CCN(C(=O)Nc3cccc(F)c3)C2)C1 | 5% | 23% | 8% |
| COc1ccc2c(c1)C(=O)[C@@H](OC(=O)NCc1ccco1)[C@H](c1ccc(OC)c(Br)c1)O2 | 2% | 0% | -3% |
| CNc1ccnc(-c2c(C)noc2C)n1 | 0% | -34% | 5% |
| COc1ccc(NC(=O)N2CCCC3(CCN(C(C)=O)CC3)C2)cc1 | -9% | 14% | 10% |
| COCC(=O)N1CCC2(CC1)CN(C(c1ccccc1)c1ccccc1)C2 | -4% | 5% | 0% |
| COc1ccccc1CN1CCCC2(CCN(C(=O)c3c(C)noc3C)CC2)C1 | 6% | 10% | -12% |
| Cc1noc(NS(=O)(=O)c2cccc3c(N(C)C)cccc23)c1C | -4% | 16% | 9%[24.8 µM] |
| CCOC(=O)/C=C/CCCC=O | 5% | 13% | -16% |
| C/C(CCN1CCCc2nc(C)c(C)cc21)=N\O[C@@H](C)c1cn([C@H](CO)Cc2ccccc2)nn1 | 0%&2%[10 µM] | -1%&-3%[10 µM] | -17%&-22%[11.7 µM] |
| COCCn1c(=O)c(-c2cccs2)nc2cnc(Oc3ccccc3)nc21 | 0% | 21% | 9% |
| Cc1noc(C)c1-c1ccc2ncnc(NCc3ccc(Br)cc3)c2c1 | 11µM* | 11µM* | 45%[activator] |
| CCOC(=O)Cn1c(=O)sc2cccc(Cl)c21 | -6% | -7% | -2% |
| CN(C)c1ncc2nc(CCc3ccccc3)c(=O)n(C3CC3)c2n1 | -15% | 11% | -2% |
| COc1ccc(-c2nc(-c3ccccc3)c(Nc3ccc4ccccc4c3)o2)cc1 | 3% | ? | ? |
| CN1C[C@H](C(=O)N[C@]2(C)O[C@@]3(O)C4CCCN4C(=O)[C@H](Cc4ccccc4)N3C2=O)C[C@@H]2c3cccc4[nH]cc(c34)C[C@H]21 (some centres undefined) | -20%&-12% | 28% | -2% |
| C[N+](C)(CCCOc1ccccc1)c1ccccc1 | -3%[17 µM] | 13%[16.9 µM] | 11%[24.8 µM] |
| O=C(O)c1ccc(/C=C2/SC(=S)N(c3cccc(C(F)(F)F)c3)C2=O)cc1 | -9% | 0% | 45%[activator] |
| Cc1nc2cnc(N3CCOCC3)nc2n(C2CC2)c1=O | ? | -21% | -7% |
| COC/C=C/C1=CC2=CC(=O)C(C)(OC(=O)c3cccs3)C(=O)C2=CO1 (centres undefined) | -17% | -2% | -5% |
| CCOc1ccc(NC(=O)CC(C)O)cc1 (centres undefined) | 0% | 0%[10 µM] | -9% |
| CN1CCN(c2ncnc3ccc(-c4cccc(C#N)c4)cc23)CC1 | 1% | ? | ? |
| CC(C)[C@@H](CC(=O)N[C@@H]1CCNC[C@H]1C(=O)N[C@H](CC(=O)N[C@@H](CCC(=O)O)CC(=O)O)Cc1c[nH]c2ccccc12)NC(=O)C[C@H](CO)NC(=O)[C@@H]1CCCC[C@H]1N | 2% | 15% | 6% |
| Cc1ccccn1 | -8% | 13% | 1% |
| c1cncc(-c2ccc3ncnc(NC4CCNCC4)c3c2)c1 | -1% | -20% | -12% |
| O=C(Nc1cccc(F)c1)N1CCC2(CC1)CCN(C(=O)c1cccc(F)c1)CC2 | 8% | 3% | 9% |
| CCC(=O)[C@]12O[C@@]3(C4C(=O)OCCC41)N(CC)C(C)=C(C(=O)OC)C(c1ccccc1)N3C2=O (some centres undefined) | -2%[10 µM] | 14%[10 µM] | -20%[11.7 µM] |
| CC[C@H](C)[C@H](N)C(=O)N[C@H]1CCC(=O)NCC(C(=O)N[C@@H](Cc2ccc(O)cc2)C(=O)N[C@@H](CCCNC(=N)N)C(=O)N[C@@H](CC(C)C)C(=O)N[C@@H](CCCNC(=N)N)C(=O)N[C@@H](Cc2ccc(O)cc2)C(N)=O)NC(=O)[C@@H]2CCCN2C(=O)[C@@H](NC(=O)[C@@H](N)[C@@H](C)CC)CCC(=O)NCC(C(=O)N[C@@H](Cc2ccc(O)cc2)C(=O)N[C@@H](CCCNC(=N)N)C(=O)N[C@@H](CC(C)C)C(=O)N[C@@H](CCCNC(=N)N)C(=O)N[C@@H](Cc2ccc(O)cc2)C(N)=O)NC(=O)[C@@H]2CCCN2C1=O (some centres undefined) | -2% | -3% | ? |
| COc1cc(C(=O)O[C@@H]2CC3CC[C@]2(C)C3(C)C)ccc1O | -19% | -6% | -15% |
| O=c1c(-c2ccccc2)nc2cnc(N3CCNCC3)nc2n1Cc1cccs1 | -6% | -23% | 23% |
| COC(=O)C/C=C\[C@H](C)[C@H](CO)NS(=O)(=O)c1ccc(C)cc1 | 4%[10 µM] | -22%[10 µM] | 1%[11.7 µM] |
| Cc1cnc(CNc2cc(-c3ccccc3C)ncn2)cn1 | 25% | -18% | 0% |
| CCOC(=O)CCC(=O)O[C@H]1C(O[C@@H]2C(C)[C@H](O[C@H]3C[C@@](C)(OC)C(O)C(C)O3)C(C)C(=O)OC(CC)[C@@](C)(O)C(O)[C@H](C)C(=O)C(C)C[C@]2(C)O)OC(C)CC1N(C)C (some centres undefined) | 3% | 28% | -14% |
| COc1ccc([C@H]2OCC3C2CO[C@@H]3c2ccc(OC)c(OC)c2)cc1OC (some centres undefined) | -11% | 2% | -14% |

Later entries
| smiles | VP16 counter | RORg inh | Menin MLL FP TR |
| --- | --- | --- | --- |
| COC(=O)[C@H](C)NC(=O)C/C=C\[C@@H](C)[C@@H](CO)OC | -14%[10 µM] | 11%[10 µM] | -1%[11.7 µM] |
| CC(C)=CCC/C(C)=C/CC/C(C)=C/CSCC(=O)O | ? | ? | 2% |
| Cc1onc(-c2c(F)cccc2Cl)c1C(=O)NC1C(=O)N2C1SC(C)(C)C2C(=O)O (centres undefined) | 1% | -14%[10 µM] | -6% |
| C#CC(C)OC(=O)Nc1cccc(Cl)c1 (centres undefined) | 3% | ? | 28% |
| CC(C)[C@H](NC(=O)[C@H](CCC(N)=O)NC(=O)CNC(=O)[C@@H]1CCCN1C(=O)[C@H](Cc1ccc(O)cc1)NC(=O)CN)C(=O)O | 0% | 11% | 4% |
| CCC(=O)O[C@@]1(C(=O)CCl)C(C)CC2C3CCC4=CC(=O)C=C[C@@]4(C)[C@]3(F)C(O)C[C@]21C (some centres undefined) | -18% | ? | 1% |
| COc1ccc(CCN2CCC[C@H](CN3CCc4cc(OC)c(OC)cc4CC3=O)C2)cc1OC | 5% | 17% | -15% |
| C=C(C)C(O)C(CC/C=C(\C)C(=O)OCC)OC (centres undefined) | -3%[10 µM] | 1%[10 µM] | -1%[11.7 µM] |

In the list so far, 14 contain sulfur.
| smiles | VP16 counter | RORg inh | Menin MLL FP TR |
| --- | --- | --- | --- |
| CO[C@@H]1COC(=O)[C@@H](C)NC(=O)C/C=C\[C@@H](C)[C@H](NS(=O)(=O)c2ccc(C)cc2)COC(=O)[C@H](C)NC(=O)C/C=C\[C@H]1C | -5%[10 µM] | -4%[10 µM] | -11%[11.7 µM] |
| CSc1nnc(SC)nn1 | 3% | -13% | 18% |
| CO/N=C(/C(=O)N[C@@H]1C(=O)N2C(C(=O)O)=C(CSc3cnns3)CS[C@H]12)c1csc(N)n1 | 1% | 16% | 15% |
| O=C(c1csnn1)N1CCC[C@@]2(CCN(Cc3cc(C(F)(F)F)cc(C(F)(F)F)c3)C2)C1 | 4% | -1% | -5% |
| CS(=O)(=O)N1CCC[C@@]2(CCN(C(=O)Nc3ccccc3)C2)C1 | -5% | -2% | 9% |
| Cc1noc(NS(=O)(=O)c2cccc3c(N(C)C)cccc23)c1C | -4% | 16% | 9%[24.8 µM] |
| COCCn1c(=O)c(-c2cccs2)nc2cnc(Oc3ccccc3)nc21 | 0% | 21% | 9% |
| CCOC(=O)Cn1c(=O)sc2cccc(Cl)c21 | -6% | -7% | -2% |
| O=C(O)c1ccc(/C=C2/SC(=S)N(c3cccc(C(F)(F)F)c3)C2=O)cc1 | -9% | 0% | 45%[activator] |
| COC/C=C/C1=CC2=CC(=O)C(C)(OC(=O)c3cccs3)C(=O)C2=CO1 (centres undefined) | -17% | -2% | -5% |
| O=c1c(-c2ccccc2)nc2cnc(N3CCNCC3)nc2n1Cc1cccs1 | -6% | -23% | 23% |
| COC(=O)C/C=C\[C@H](C)[C@H](CO)NS(=O)(=O)c1ccc(C)cc1 | 4%[10 µM] | -22%[10 µM] | 1%[11.7 µM] |
| CC(C)=CCC/C(C)=C/CC/C(C)=C/CSCC(=O)O | ? | ? | 2% |
| Cc1onc(-c2c(F)cccc2Cl)c1C(=O)NC1C(=O)N2C1SC(C)(C)C2C(=O)O (centres undefined) | 1% | -14%[10 µM] | -6% |

Another view of 2 compounds above:
The line under a structure holds: VP16 counter	RORg inh	Menin MLL FP TR
- Cc1onc(-c2c(F)cccc2Cl)c1C(=O)NC1C(=O)N2C1SC(C)(C)C2C(=O)O (centres undefined)
 : 1%	-14%[10 µM]	-6%
- C#CC(C)OC(=O)Nc1cccc(Cl)c1 (centres undefined)
 : 3%	?	28%

Compound activity as filed in PubChem.

These rows are one share of the data; rates above refer to the full screens.
